NPY Y2 blocker: antagonists of human neuropeptide Y receptor Y2 | P49146 | NPY-Y2 expressing cells, antagonist mode | inhibition, % at 2.7 µM | 0.99% of 140,000 active | AID 793; in the data active = inhibition above about 17%;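 note: 0% = vehicle with agonist challenge and 100% = reference antagonist with challenge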
Target sequence (P49146 whole entry, looked up): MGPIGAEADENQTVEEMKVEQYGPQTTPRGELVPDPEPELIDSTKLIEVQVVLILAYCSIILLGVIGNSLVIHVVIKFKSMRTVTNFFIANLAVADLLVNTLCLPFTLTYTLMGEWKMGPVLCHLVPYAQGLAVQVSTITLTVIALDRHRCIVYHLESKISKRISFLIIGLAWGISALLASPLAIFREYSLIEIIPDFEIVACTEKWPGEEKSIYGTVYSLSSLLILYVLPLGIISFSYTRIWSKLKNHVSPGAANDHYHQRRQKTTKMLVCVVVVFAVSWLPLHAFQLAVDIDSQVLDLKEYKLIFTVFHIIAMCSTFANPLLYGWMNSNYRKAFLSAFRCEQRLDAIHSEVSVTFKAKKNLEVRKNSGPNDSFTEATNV
PTEN del growth: suppresses growth of cells with PTEN deletion; HCT116 PTEN-null viability, CellTiter-Glo, 60 h; hits give low values; viability, % at 10 µM; 1.2% of 140,000 active;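 active = viability at or below a set limit, 4 SD under the median of all tested compounds, cut at about 3.7% in these data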;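 note: PTEN knockout HCT116 line with beta catenin targeted HCT116 as companion control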
MRP-1 activ: activates MRP-1; H69AR cells + doxorubicin, viability rescue, CellTiter-Glo; 0.61% of 140,000 active; viability increase, % at 10 µM;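 active = viability gain under doxorubicin at or above a set limit, the compound median plus 3 SD, cut at about 4.7% in these data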;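 note: MRP-1 overexpressing cells given doxorubicin 25 µM after compound pretreatment; 18-22 h compound pretreatment then 72 h with doxorubicin before readout; 0% = doxorubicin-only wells and 100% = vehicle-treated cells without doxorubicin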
Phagocyt inh: macrophage phagocytosis inhibition. J774A.1 macrophage IgG-bead phagocytosis, imaging. AID 1029. 0.07% of 110,000 active. inhibition, % at 5 µM;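 active = inhibition above the mean of the plate negative controls plus 5 SD, cut at about 13% in these data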;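 note: phagocytic index as fraction of beads internalized from green versus red external bead signal; plate controls were DMSO negative control for no effect and cytochalasin-D positive control for full effect; some results beyond the cut were filed as inactive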
GALR2 antag: GALR2 (human) receptor antagonism. O43603. GALR2-expressing cells, antagonist mode. inhibition, % at 4 µM. 0.39% of 140,000 active. AID 828; in the data active = inhibition above about 27%;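 note: cells stimulated with galanin 1-16 at roughly its EC80; 0% = agonist challenge control and 100% = basal control without agonist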
Target sequence (O43603 whole entry, looked up): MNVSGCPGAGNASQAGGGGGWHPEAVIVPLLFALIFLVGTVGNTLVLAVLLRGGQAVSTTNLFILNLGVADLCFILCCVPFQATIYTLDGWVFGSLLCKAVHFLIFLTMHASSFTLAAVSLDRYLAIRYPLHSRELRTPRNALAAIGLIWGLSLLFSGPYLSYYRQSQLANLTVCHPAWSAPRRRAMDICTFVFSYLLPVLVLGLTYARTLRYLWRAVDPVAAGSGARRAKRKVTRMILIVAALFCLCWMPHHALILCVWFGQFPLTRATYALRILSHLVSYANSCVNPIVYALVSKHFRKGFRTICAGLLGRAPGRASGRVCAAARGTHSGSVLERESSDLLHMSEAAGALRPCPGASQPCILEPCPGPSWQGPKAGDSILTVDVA
E-sel TNF inh: TNF alpha driven E-selectin expression inhibition; HUVEC TNFa-induced E-selectin immunofluorescence, high content; inhibition, % at 2 µM; 0.71% of 120,000 active; AID 1246;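 active = inhibition above the batch mean plus 3 SD, and confirmed as a hit on visual image review, cut at about 43% in these data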;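 note: 0% = TNF-stimulated DMSO wells and 100% = unstimulated control wells; not every result past the cut was called active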
HCT116 bCat-KO: beta-catenin-lacking colon tumor cell growth suppression; viability, % at 10 µM; AID 818; 1.5% of 140,000 active; HCT116 beta-catenin knockout viability, CellTiter-Glo, 60 h; hits give low values;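 active = viability at or under a set limit, the compound median less 4 SD, cut at about 6% in these data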;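 note: 0% = Hyamine 1622 control at 20 µM and 100% = untreated cell control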
Measles CPE: protection of cells from measles virus. AID 841. 1.5% of 140,000 active. protection (pct of control), % at 4 µM. Measles virus-infected cells, CPE protection, absorbance; in the data active = protection mostly above about 24%, no sharp cut-off; inactive = mostly below about 26%; note: some compounds called inactive have numbers as strong as hits
BB579 growth dn: chemicals that inhibit yeast BB579 growth in restrictive medium (lifespan-shortening candidates). 0.51% of 140,000 active. inhibition, % at 10 µM. S. cerevisiae BB579 growth, OD615, 48 h;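 active = inhibition above a set limit, 3 SD over the mean compound inhibition, cut at about 44% in these data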; note: inactives centre near -24
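Test system: S. cerevisiae DeaD strain BB579 yeast; Medium: restrictive CSMM-D medium; Compound: one dose, 10 µM compound with 0.25% DMSO; Incubation: 4 h cell preincubation, 48 h compound exposure, 30 °C humidified; Signal: OD at 615 nm; Benchmarks: amphotericin B at 10 µg/mL as positive control.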
Yeast lifespan up: extends the lifespan of yeast; S. cerevisiae growth with nicotinamide, OD615; deaD strain in restrictive glucose medium; inhibition of the nicotinamide effect, % at 10 µM; 0.68% of 130,000 active; AID 775;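 active = inhibition above a set limit, placed 3 SD over the median of all compounds, cut at about 26% in these data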;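 note: 0% = nicotinamide-treated wells and 100% = cells grown without nicotinamide; some compounds called inactive have numbers as strong as hits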
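assay system = DeaD-strain S. cerevisiae | buffer or medium = restrictive glucose medium | reagent = 1.5 mM nicotinamide | compound = 10 µM single point, 0.25% DMSO | incubation = 48 h compound exposure at 30 °C, humidified | signal = OD615 measurement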
* hit, by the source's call; . = no result given.

SMILES	NPY Y2 blocker	PTEN del growth	MRP-1 activ	Phagocyt inh	GALR2 antag	E-sel TNF inh	HCT116 bCat-KO	Measles CPE	BB579 growth dn	Yeast lifespan up
CCOC(=O)CNC(=O)CSc1nnc(-c2ccc(OC)cc2)n1CC	1	96	0.9	.	6	15	91	1	-20	.
Cc1ccc(-n2c3c(cc(C(=O)N4CCN(C)CC4)c2=O)C(=O)CC(C)(C)C3)cc1	2	83	-3.2	0	3	3	90	16	6	-2
CCOC(=O)Cc1csc(NC(=O)c2c(O)c3ccccc3n(CC(C)C)c2=O)n1	1	16	-3.1	-1	-4	.	19	5	-105	69*
CC1CCc2c(sc(NC(=O)c3ccc(Cn4cc([N+](=O)[O-])cn4)o3)c2C#N)C1 (stereo not given)	-2	99	2.9	-3	-16	0	98	3	-13	-6
Cc1ccc2c(c1)nnn2C1CCN(S(=O)(=O)c2ccc3ccccc3c2)CC1	7	71	-0.1	.	11	-7	72	3	-21	.
CCCCOC(=O)n1c(=O)oc2ccccc21	-1	102	0.7	-2	-3	-5	101	20	-22	2
CCOc1ccccc1Nc1nc(N)nc(CSc2nccc(C)n2)n1	3	104	0.1	0	0	-7	100	24*	-7	-17
Cc1cc(NS(=O)(=O)c2ccc(NC(=S)NC(=O)c3ccc(Cl)cc3Cl)cc2)no1	1	94	-2.9	-2	1	-1	95	3	-35	1
Cc1cc(C)c(S(=O)(=O)Nc2c(C)[nH]c(=O)[nH]c2=O)c(C)c1	2	93	0.4	0	-2	-25	92	12	-34	-16
CCOc1cc(CN2CCCCC2)ccc1OC	2	99	-0.1	0	8	6	98	16	-17	-5
Cc1nc2ccc(S(=O)(=O)NC(C(=O)N3CCC(C)CC3)C(C)C)cc2s1 (stereo not given)	2	97	-0.7	0	2	.	102	16	8	6
N#Cc1ccc(CSc2nnc(-c3ccccc3)n2Cc2ccco2)cc1	16	81	-1.8	2	9	-1	82	5	-28	-8
CCOC(=O)Cn1c(=O)oc2cc(S(=O)(=O)NCC3CCCO3)ccc21 (stereo not given)	2	110	-1.6	0	19	.	105	3	-11	-2
O=c1ncn(-c2ccc(F)cc2)c2ncccc12	2	98	-0.8	0	4	13	100	18	3	-14
Cn1c(=O)[nH]c(=O)c2c1nc(Br)n2CCCSc1nc2ccccc2o1	1	17	-2.6	-2	1	-8	20	16	-38	-13
Cc1ccc([N+](=O)[O-])cc1-c1ccc(/C=N/NC(=O)c2cc3c(ccc4ccccc43)o2)o1	4	79	-1.6	-1	8	29	87	11	-36	-3
CCN(CC)CCN1C(=O)c2ccccc2NC1c1ccc(N(C)C)cc1 (stereo not given)	5	102	-3.1	5	-17	-5	86	12	-24	-6
Cc1ccc(-c2nc(C#N)c(NCCN3CCCCC3)o2)cc1	6	76	-4.8	-3	-1	-21	58	3	-39	-26
c1ccc2c(Nc3nnc(-c4ccncc4)s3)cccc2c1	-2	78	-3.8	-2	-7	-12	79	3	-30	-26
CCOc1cc(/C=N\NC(=O)Cc2ccccc2)ccc1OCC(=O)Nc1ccc(C)c(C)c1	4	20	-1.7	1	-10	-9	15	5	-62	-4

Reformatted with two lines to a compound: two of the compounds above
The line under a structure holds: NPY Y2 blocker, PTEN del growth, MRP-1 activ, Phagocyt inh, GALR2 antag, E-sel TNF inh, HCT116 bCat-KO, Measles CPE, BB579 growth dn, Yeast lifespan up
- Cn1c(=O)[nH]c(=O)c2c1nc(Br)n2CCCSc1nc2ccccc2o1
 : 1, 17, -2.6, -2, 1, -8, 20, 16, -38, -13
- Cc1ccc([N+](=O)[O-])cc1-c1ccc(/C=N/NC(=O)c2cc3c(ccc4ccccc43)o2)o1
 : 4, 79, -1.6, -1, 8, 29, 87, 11, -36, -3

Remaining list, next part.
SMILES	NPY Y2 blocker	PTEN del growth	MRP-1 activ	Phagocyt inh	GALR2 antag	E-sel TNF inh	HCT116 bCat-KO	Measles CPE	BB579 growth dn	Yeast lifespan up
Oc1ccc(Br)cc1/C=N/n1cnc2ccccc21	-5	70	-4.7	0	9	.	75	-1	-2	-12
Cc1cc(C)n(-c2ccc(F)cc2)c(=O)c1C(=O)O	4	101	-0.7	.	5	6	94	8	-30	50
O=C(O)c1cc2ccc3ccccc3c2oc1=O	8	97	0.0	.	16	-2	94	9	64*	.
CCOC(=O)Cn1c(Br)nc2c1c(=O)[nH]c(=O)n2C	2	116	0.1	0	2	14	102	23	-41	4
COC(=O)Cn1c(=NC(=O)c2cc(OC)c(OC)c(OC)c2)sc2cc(OC)ccc21	3	87	-2.3	0	13	.	81	4	-33	-1
CC1=CC2=NC(=O)/C(=C\c3cc(C)n(-c4ccccc4)c3C)C(=N)N2O1	-1	107	0.0	-4	-5	.	101	20	-9	-1
COc1ccc(Nc2nc(Nc3ccc(OC)cc3)nc(SC3=NCCS3)n2)cc1	-7	9	-2.4	-1	1	0	24	4	-18	-10
CCOC(=O)N1CCC(NC(=O)Cn2ncc3c2-c2cc(C)ccc2OC3)CC1	2	102	-1.0	0	4	-1	92	13	-39	1
O=C(O)Cn1ncc2c1-c1ccoc1CC2	3	97	-1.4	1	-4	.	92	9	-71	-2
COc1ccc2oc(C(=O)OCC(=O)NC(=O)NC(C)C)c(C)c2c1	3	103	0.8	0	3	-10	111	7	-49	-2
Cc1cc(Cl)ccc1NC(=S)N1CCOCC1	0	96	0.1	7	9	.	85	8	-22	5
CC(=O)C(Sc1ccc2nnc(-c3ccc(F)cc3)n2n1)C(C)=O	4	78	-2.0	0	9	3	98	5	-3	-7
Cc1cc(-c2ccccc2)nc(SCc2ccc(C(=O)O)o2)n1	2	101	0.6	-1	10	5	97	18	-8	-6
COc1ccc(OC)c(NC(=O)C2CCCNC2=O)c1 (stereo not given)	1	120	0.1	2	-16	-11	92	9	-26	-2
O=C(COC(=O)c1ccc([N+](=O)[O-])s1)NCc1ccc(F)cc1	14	90	1.0	-3	17	9	87	17	-10	4
Clc1ccc(-c2nn3cnnc3s2)c(Cl)c1	4	100	0.8	2	14	-1	96	18	-29	-12
O=C(Nc1nc2ccccc2s1)C1CC(=O)N(c2ccc(Br)cc2)C1 (stereo not given)	11	89	-0.5	.	1	-2	86	18	5	-6
Cc1noc(C)c1COc1cccc(C(=O)OC(C)C(=O)Nc2ccc3c(c2)OCO3)c1 (stereo not given)	9	24	-1.7	1	5	-11	21	7	-86	-4
CCCN1C(=O)c2ccc(C(=O)NC3CCCCC3)cc2C1=O	1	105	0.5	0	-3	-5	91	6	-55	-10
CNC(=O)CCc1nc(-c2ccc(C(C)(C)C)cc2)no1	3	83	1.2	.	0	13	82	14	-33	-11
CC(C)(C)c1ccc(C2(C)NC(=O)N(CC(=O)c3ccc[nH]3)C2=O)cc1 (stereo not given)	1	69	-3.4	.	-4	-2	76	9	-25	-14
COc1ccc(-c2n[nH]c(C)c2-c2ccc(Cl)cc2)c(O)c1	0	19	-3.6	.	4	-22	11	1	100*	-17
CCCCCCCCCc1nc2sc3c(c2c(=O)n1NC(=O)c1ccc([N+](=O)[O-])cc1)CC(C)(C)OC3	6	85	-2.6	-5	-8	.	89	0	-22	9
O=c1nc2ccccc2c2n1CC(CN1CCN(c3ccc(F)cc3)CC1)N2 (stereo not given)	0	94	-1.3	-1	-3	-10	102	24	-38	12
c1cc(-c2ccncc2)ccn1	4	105	-1.3	-3	-2	3	95	4	-37	0
CCOC(=O)/C=C1\CC(=O)Nc2cc(C)c(C)cc2N1	0	90	-1.3	-1	8	7	103	8	3	-19
CC(C)COc1nc2ccccc2c(=O)n1OCC(=O)O	7	100	-1.4	0	4	-21	81	30	-19	-23
O=C(COC(=O)c1cccc(C(F)(F)F)c1)NCc1ccc(Cl)cc1	5	106	0.4	-5	5	.	90	4	-38	12
C=C(C)C1CC=C(C)/C(=N/NC(=O)COc2ccccc2Cl)C1 (stereo not given)	15	66	-3.2	-2	2	.	71	12	-21	-5
Cc1cccc2nc(CSc3nncn3-c3ccccc3)cn12	0	103	-1.4	0	-3	1	97	17	-26	-2
COc1ccc(NC(=O)C2CCN(c3nc(C)nc4c3CCC4)CC2)cc1	.	28	-4.5	0	.	.	16	4	-34	.
O=[N+]([O-])c1ccc(N=Nc2ccc(O)cc2O)cc1	5	2.4*	-1.3	0	-2	29	1.9*	5	83*	-12
CCC(C)[C@H](NC(=O)NCc1cccs1)C(=O)OC (stereo not given in full)	1	104	0.7	0	-8	13	97	10	-18	1
NC(=O)Cn1cc(C(=O)c2cccs2)c2ccccc21	0	93	-4.5	0	2	-1	84	5	-31	-1
O=C(CCN1C(=O)c2ccccc2C1=O)C1=NN[C@@H]2C(=O)N(c3ccc(F)cc3)C(=O)[C@H]12	1	98	1.0	.	3	.	106	14	-11	6
Cc1cc(N2C(=O)C3CC=CCC3C2=O)cc(C)c1Br (stereo not given)	0	99	-0.3	.	-13	3	93	4	-34	-7
Cc1ccc(C2(c3ccc(C)cc3)NC(=O)N(Cc3c(C)noc3C)C2=O)cc1	0	69	-0.4	-2	0	15	78	4	-43	-2
CS(=O)(=O)N(CC(=O)NCc1ccco1)c1cc(C(F)(F)F)ccc1Cl	-1	100	-1.4	0	-7	-29	93	12	-59	-1
O=C(CN(Cc1ccccc1)S(=O)(=O)c1ccccc1)N1CCOCC1	3	93	-1.6	.	0	20	90	38*	11	-6
COC(=O)c1sccc1NC(=O)CCC1CCCC1	4	78	-3.1	-1	-9	3	75	5	-1	-6
O=C(Nc1nccs1)C1CCCN1S(=O)(=O)c1cccc2cccnc12 (stereo not given)	1	74	-2.6	-1	3	2	62	4	-24	-1
c1ccc(Oc2nc(Oc3ccccc3)nc(N3CCOCC3)n2)cc1	4	93	-1.1	-2	-2	-9	99	3	-27	-15
COc1ccc2[nH]c(C)c(CCN(Cc3cccs3)C(=S)Nc3ccc(F)cc3)c2c1	1	63	-4.5	0	-8	.	62	8	-23	-11
Cc1ccc2c(c1)nnn2C1CCN(CC(=O)c2ccc(Cl)cc2)CC1	-1	90	-1.9	0	3	29	89	23	-16	-16
CC(C)CC(=O)NC1(C(F)(F)F)C(=O)N(CC(C)C)C2=C1C(=O)CC(C)(C)C2 (stereo not given)	1	90	-2.7	.	-3	.	95	8	-25	6
COc1ccccc1NC(=O)Cn1cnc2c(oc3ccccc32)c1=O	2	90	-2.2	0	1	23	101	19	-8	10
CCCCNC(=S)NNC(=O)c1nn(C)c(C)c1Cl	0	96	-0.4	.	5	12	102	1	-1	.
C=CCNC(=O)c1onc(CSc2ccccc2C)c1C(=O)O	10	95	-0.2	.	6	-6	93	7	-35	3
S=c1[nH]nc(C2CCCCC2)n1/N=C/c1cccs1	0	112	-0.4	.	5	-58	100	5	-38	-6
O=C(Cn1nnc(-c2ccncc2)n1)NCCc1ccccc1	-1	93	-0.8	-2	-3	-31	100	5	5	9

High-throughput results as filed in PubChem BioAssay.

No enrichment for hits; any-hit rate near 6.2%.
